M1 antag = human CHRM1 antagonism; P11229; CHO-K1 hM1, Fluo-8 calcium fluorescence, ACh EC80 antagonist; inhibition, % at 3 µM; 360,000 tested, 1.3% active; AID 588852;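 active = percent inhibition above its own plate's cutoff, namely the mean of that plate's compound wells plus 3 SD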;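 note: peak over basal fluorescence ratio during 140 s after agonist addition; 0% = ACh EC80 plus DMSO and 100% = DMSO alone without agonist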
Target sequence (P11229 whole entry, looked up): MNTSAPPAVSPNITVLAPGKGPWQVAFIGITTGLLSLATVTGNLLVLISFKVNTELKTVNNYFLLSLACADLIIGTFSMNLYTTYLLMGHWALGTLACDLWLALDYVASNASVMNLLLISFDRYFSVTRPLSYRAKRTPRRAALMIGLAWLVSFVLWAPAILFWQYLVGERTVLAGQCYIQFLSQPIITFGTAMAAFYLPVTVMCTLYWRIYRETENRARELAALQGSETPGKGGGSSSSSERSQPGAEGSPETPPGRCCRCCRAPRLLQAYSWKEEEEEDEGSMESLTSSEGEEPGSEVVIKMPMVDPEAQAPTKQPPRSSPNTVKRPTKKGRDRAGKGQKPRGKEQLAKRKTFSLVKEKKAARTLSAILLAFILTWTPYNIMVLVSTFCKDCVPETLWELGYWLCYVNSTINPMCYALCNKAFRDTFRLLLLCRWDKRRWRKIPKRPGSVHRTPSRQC
CHRM1 PAM = human CHRM1 positive allosteric modulation | CHO-K1 hM1, Fluo-8 calcium fluorescence, ACh EC20; 0% = ACh EC20, 100% = maximal ACh | activation, % at 3 µM | 360,000 tested, 0.088% active; in the data active = activation above about 19%, passing the limit was not always enough
TAAR1 antagonist = human TAAR1 antagonism; CHO RD-HGA16 TAAR1, Fluo-8 calcium fluorescence, antagonist; inhibition, % at 3 µM; 360,000 tested, 1.5% active; AID 624466;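 active = inhibition above a per-plate cutoff, the mean inhibition of test compounds on that plate plus 3 SD, cut at about 49% in these data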;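 note: 0% = DMSO plus EC80 beta-PEA response and 100% = DMSO alone without agonist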
Target sequence (Q96RJ0 whole entry, looked up): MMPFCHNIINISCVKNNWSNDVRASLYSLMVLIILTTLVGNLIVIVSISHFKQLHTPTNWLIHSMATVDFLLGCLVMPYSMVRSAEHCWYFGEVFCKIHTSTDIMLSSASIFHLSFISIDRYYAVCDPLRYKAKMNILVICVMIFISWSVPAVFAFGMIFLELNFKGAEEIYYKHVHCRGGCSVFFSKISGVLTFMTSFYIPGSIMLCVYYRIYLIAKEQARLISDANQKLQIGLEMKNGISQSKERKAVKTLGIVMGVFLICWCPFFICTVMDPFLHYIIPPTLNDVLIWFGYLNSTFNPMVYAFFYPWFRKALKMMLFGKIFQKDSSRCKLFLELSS
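Test system – hTAAR1-expressing CHO RD-HGA16 cells, Gα16-coupled · Reagent – β-PEA at EC80 concentration, post-compound challenge · Compound dosing – 3 µM, single point · Timing – 140 s kinetic read after compound, 140 s after agonist · Detection – Fluo-8 intracellular calcium dye fluorescence, real-time kinetic reads · Control set – DMSO and EC80 PEA controls · Repeats – n of 1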
TAAR1 ag = agonists of human TAAR1; Q96RJ0; CHO RD-HGA16 TAAR1, Fluo-8 calcium fluorescence; vehicle wells 0%, saturating PEA agonist 100%; activation, % at 3 µM; 360,000 tested, 0.99% active;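 active = activation above the mean activation of all test compounds in the run plus 3 SD, cut at about 38% in these data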
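Test system: RD-HGA16 (CHO) cells co-expressing Gα16 and hTAAR1 | Doses: Single dose, 3 µM | Schedule: 17-24 h seeding, 75 min 37 °C dye, 30 min RT | Evaluation: % activation from peak over basal fluorescence ratio, DMSO-to-PEA scaled | Technique: Kinetic Fluo-8 calcium fluorescence | Benchmarks: Low control DMSO, high control PEA (EC100)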
CHO parental Ca = signal in parental CHO cells, OX1R antagonist counter-screen. inhibition, % at 5.6 µM. parental CHO-K1, ATP-induced calcium, Fluo-8 fluorescence. 330,000 tested, 0.63% active. AID 463079;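 active = inhibition above that plate's mean sample inhibition plus 3 SD, cut at about 26% in these data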;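 note: 0% = ATP-challenged DMSO wells and 100% = DMSO wells without ATP; some compounds past the cut are filed as inactive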
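Assay system: parental CHO cells; Read-out basis: percent inhibition of ATP-evoked calcium rise, normalized to controls; Benchmarks: ATP and no-ATP DMSO wells; Compound dosing: single nominal dose of 5.6 µM per compound; Signal: Fluo-8 calcium dye fluorescence; Also added: ATP as calcium-mobilizing challenge; Repeats: singlicate.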
CHO-K1 Ca ag = M1 agonist counterscreen hit in parental CHO-K1 cells | Fluo-8 calcium fluorescence; scaled to maximal ATP response, vehicle zero | activation, % at 3 µM | 360,000 tested, 0.48% active; in the data active = activation above about 15%;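 note: untransfected CHO-K1 host cells lacking M1 receptor as counterscreen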
CHO-K1 Ca antag = counter-screen for M1 antagonists: effect in parental CHO-K1 cells; ATP-induced calcium, Fluo-8 fluorescence; inhibition, % at 3 µM; 360,000 tested, 0.6% active;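 active = inhibition above a per-plate cutoff, the plate's mean sample inhibition plus 3 SD, cut at about 24% in these data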;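 note: 0% = DMSO plus EC80 ATP and 100% = DMSO alone without ATP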
CHRM1 agonist = human M1 muscarinic receptor agonism | P11229 | CHO-K1 hM1, Fluo-8 calcium fluorescence, agonist mode; 0% DMSO, 100% acetylcholine EC100 | activation, % at 3 µM | 360,000 tested, 0.33% active;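 active = activation above the run's mean compound activation plus 3 SD, cut at about 16% in these data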;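 note: peak over basal fluorescence ratio within a 140 s kinetic read after compound addition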
M1 PAM parental = M1 PAM counterscreen hit in parental CHO-K1 cells. ATP EC20, Fluo-8 calcium fluorescence; 0% at ATP EC20, 100% at ATP max. activation, % at 3 µM. 360,000 tested, 0.02% active;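 active = activation above the run cutoff, the mean activation of all test compounds plus 3 SD, cut at about 40% in these data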;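 note: peak over basal fluorescence ratio in a 140 s read after ATP addition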
An asterisk follows results filed as active; / = no result given; & = joins results of further samples. Hits appear at their usual frequency; about 4.4% have a hit in one of these screens.

SMILES | M1 antag | CHRM1 PAM | TAAR1 antagonist | TAAR1 ag | CHO parental Ca | CHO-K1 Ca ag | CHO-K1 Ca antag | CHRM1 agonist | M1 PAM parental
CC1CCCC(C)N1C(=O)COC(=O)Cc1ccc(F)cc1 (stereo unspecified) | -10 | 11 | 3 | 0 | -18 | -0.1 | -8 | -4 | 12
CCOC(=O)c1[nH]c2ccccc2c1CCCN1C(=O)c2ccccc2C1=O | 89* | -18 | 16 | -1 | -22 | 0.6 | -10 | -2 | 19
O=C(O)C1CCCN1C(=O)Nc1ccccc1 (stereo unspecified) | -8 | -6 | 2 | 2 | -3 | 1.2 | -4 | -3 | 19
CC(=O)Nc1nc(=S)ss1 | -16 | 6 | 4 | 7 | 15 | 2.2 | -15 | -2 | 17
CCOc1ccc(-c2c(C(=O)N/N=C/c3ccsc3)nnn2-c2nonc2N)cc1 | -8 | 9 | 21 | 119* | -31 | 7.3 | -21 | 28* | 22
CCNC(=O)COC(=O)CCC(=O)c1cccs1 | -1 | 1 | -4 | 1 | -17 | 0.6 | -3 | -6 | 9
O=C1c2ccccc2C(O)(Cc2ccccc2)N1c1ccc2c(c1)OCO2 (stereo unspecified) | -17 | 4 | -25 | 5 | -15 | 1.1 | -17 | 2 | -1
CCn1c(CCc2ccccc2)nc2ccccc21 | -13 | 10 | -9 | -2 | / | 9.4 | -2 | -8 | 13
C[C@H](CO)N1C[C@H](C)[C@@H](CN(C)C(=O)Nc2ccc(C(F)(F)F)cc2)Oc2c(NS(=O)(=O)c3cn(C)cn3)cccc2C1=O | -1 | 20 | -1 | 3 | -14 | -0.2 | 9 | 5 | -18
Nc1nc2ccc([N+](=O)[O-])c(N)c2s1 | -11 | 11 | -5 | 17 | 6 | -0.2 | -15 | 5 | 6
CCOC(=O)N1CCN(CC(=O)Nc2cc3c(cc2C(C)=O)OCO3)CC1 | -9 | 4 | -7 | 2 | -3 | 0.7 | -7 | -2 | 18
COc1ccc(C2=NN(c3nc4ccccc4s3)C(=O)C2)cc1 | 22 | -7 | 4 | 1 | 13 | 6.0 | 2 | -3 | 2
COc1ccc(N2CCN(C(=O)CSc3ncnc4c3cnn4-c3ccccc3C)CC2)cc1 | -5 | 5 | 19 | 5 | -6 | 1.7 | -9 | -2 | 18
COc1ccccc1N(CC(=O)NCc1ccccc1)S(=O)(=O)c1cccs1 | -3 | 0 | 7 | 2 | / | 3.5 | -6 | -5 | -8
COC(OC)c1ccnc(SCc2ccccc2Cl)n1 | 6 | 4 | -20 | 4 | -6 | 0.3 | -11 | -4 | 5
COc1ccc(-c2nnc(SCC(=O)N3CCCCC3)o2)cc1 | -2 | 0 | 9 | 9 | -13 | 0.1 | -9 | -3 | -16
C=CCn1c(SCC(=O)NC(=O)NCc2ccco2)nc2sc(C)c(C)c2c1=O | -7 | 3 | -1 | 12 | 16 | 0.3 | -10 | -4 | 12
O=c1[nH]c2ccc(Br)cc2c(=O)o1 | -7 | 8 | -17 | 5 | / | 0.6 | 0 | -3 | 4
Cc1nn(Cc2ccccc2)c2c1C(c1cccc(Cl)c1)C(C#N)=C(N)O2 (stereo unspecified) | -21 | 16 | -1 | -5 | -9 | 0.0 | -21 | -2 | 22
COc1ccc(NC(=O)CNS(=O)(=O)c2cccc3nonc23)c(OC)c1 | -7 | 7 | -9 | 5 | -5 | 0.3 | -17 | -3 | 17
CCCCCC(=O)NC(Nc1ccc(S(N)(=O)=O)cc1)C(Cl)(Cl)Cl (stereo unspecified) | -8 | 9 | -16 | 0 | -7 | 0.0 | -6 | -3 | 6
COc1ccccc1N(CC(=O)Nc1c(C)cccc1C)S(C)(=O)=O | -8 | 7 | 7 | 9 | -12 | 0.9 | -19 | -2 | 12
CCNC(=O)C1(C)CCCN1C(=O)c1ccc(-c2ccccc2)cc1 (stereo unspecified) | -16 | 7 | -5 | 3 | / | -0.5 | -3 | -1 | -2
CC(C)CN(CC(C)C)c1nnc(NC(=O)Cn2c(=O)oc3ccccc32)s1 | -17 | 15 | -24 | 0 | -15 | 1.6 | -6 | -7 | 25
Cc1cccc(NS(=O)(=O)c2nnc(NC(=O)c3cccc(C)c3)s2)c1 | -9 | 7 | 13 | 2 | 1 | 0.7 | -10 | -3 | 17
The list continues.
SMILES | M1 antag | CHRM1 PAM | TAAR1 antagonist | TAAR1 ag | CHO parental Ca | CHO-K1 Ca ag | CHO-K1 Ca antag | CHRM1 agonist | M1 PAM parental
O=c1[nH]c2ccccc2c2cn(-c3ccccc3)nc12 | -10 | 3 | -6 | 0 | -6 | 0.4 | 6 | -6 | -9
CSc1nc(C)cc(Oc2ccc(=O)n(C)n2)n1 | 4 | 4 | -14 | 12 | -5 | 0.1 | -6 | -1 | 9
CCc1ccc(N2CC(C(=O)Nc3nc4ccc(S(C)(=O)=O)cc4s3)CC2=O)cc1 (stereo unspecified) | -9 | 6 | 14 | -1 | -22 | 0.2 | 0 | 0 | -16
Cc1nc2cc(NC(=O)Nc3nccs3)ccc2n1C | -2 | 2 | -16 | 5 | 2 | 0.0 | -3 | -5 | -2
COc1ccc(CN(C)C(=O)C(CCSC)NS(=O)(=O)c2ccc3c(c2)OCCO3)c(OC)c1OC (stereo unspecified) | 3 | -5 | 56* | 12 | / | 9.0 | -7 | -1 | -4
CCOC(=O)c1ccc(NC(=O)CSc2nnc(NC(=O)c3ccc(S(=O)(=O)N4CCOCC4)cc3)s2)cc1 | 0 | 7 | -9 | -1 | -6 | 0.1 | 1 | 1 | -12
Cc1nc2sccn2c(=O)c1S(=O)(=O)Nc1cccc(Cl)c1C | -12 | 6 | -5 | 4 | -18 | 2.1 | -9 | -7 | 20
CCN1C=CC(=C2C(=O)c3ccccc3C2=O)C=C1 | -7 | 13 | 10 | 12 | -1 | -0.1 | -12 | -1 | 9
O=C(OCc1ccccc1)Oc1cncc(C(=O)O)c1 | 5 | 1 | 5 | 11 | -1 | 0.4 | 13 | -1 | -16
O=C(NCc1cccs1)C1CCN(S(=O)(=O)c2ccc(Br)s2)CC1 | -6 | 0 | -6 | 13 | -14 | 2.4 | -6 | -3 | 11
COc1cc(C(=O)OC(C)CN2CCOCC2)cc(OC)c1OC (stereo unspecified) | -11&6 | 5&-4 | 3&-4 | 5&2 | 2&-9 | 0.1&2.3 | 2&-7 | -3&-5 | 5&8
COc1ccc(-c2nc(N3CCCCCC3)sc2C(=O)c2ccccc2)cc1 | -8 | -3 | 80* | 42* | 36* | 3.6 | 52* | -3 | 4
CCCCn1c(N)c(N(CC)C(=O)c2cc(C)cc(C)c2)c(=O)[nH]c1=O | -5 | 3 | 3 | 0 | -11 | 0.9 | -14 | -4 | 6
Cn1cc(Cl)c(C(=O)N2CCN(c3ncccn3)CC2)n1 | -22 | 4 | 13 | 0 | 4 | 0.2 | -8 | -3 | 11
CCOc1ccc(S(=O)(=O)N2CCC(c3ccccc3)CC2)cc1C(=O)O | -15 | 14 | 7 | 9 | -5 | 0.2 | -7 | 0 | -2
O=C(NCCCN1CCOCC1)c1cccc(S(=O)(=O)Nc2cc(Cl)ccc2Cl)c1 | -8 | 9 | 5 | -1 | -6 | -0.1 | -6 | -6 | 2
CN(c1ccc(C(=O)Nc2ccc(S(=O)(=O)N3CCCC3)cc2)cc1)S(C)(=O)=O | -2 | -4 | -5 | 4 | -7 | 6.5 | -8 | -7 | 30
COC(=O)[C@]12CCCCC=C1N(Cc1ccco1)C(=O)[C@H](CC(=O)NCc1cccc3ccccc13)C2 | / | / | 24 | 4 | / | 2.4 | -6 | / | 0
Cc1cc(C)n(-c2ccc(C(=O)OCc3nnc(-c4ccccc4)o3)cc2)n1 | -22 | 7 | -13 | 6 | -10 | 0.1 | -1 | -5 | 6
COc1ccc(C(=O)CSc2nc(N)nc(SC)c2C#N)cc1 | -11 | 7 | -1 | 7 | -10 | 0.1 | 2 | -6 | 8
O=c1c2ccccc2n(Cc2cccc(F)c2)c(=O)n1C1CCCC1 | -1 | -7 | -19 | 4 | -38 | -0.6 | -9 | -5 | 6
O=C(Nc1cccc2[nH]ncc12)NS(=O)(=O)c1ccccc1 | -6 | 4 | -8 | 0 | -4 | 1.2 | -9 | -1 | 23
CC(CNC(=O)c1cc(COc2c(F)cccc2F)on1)c1ccccc1 (stereo unspecified) | 1 | -3 | -5 | 3 | -25 | 0.3 | -10 | -6 | 16
Cc1cc(NC(=O)c2c(Cl)c(C)nn2C)no1 | -14 | -2 | -4 | 12 | -8 | -0.1 | -9 | -2 | 2
COc1cc(C(=O)NNC(=O)/C=C/c2ccccc2)cc(OC)c1OC | -13 | 7 | -10 | 3 | -5 | -0.1 | 14 | -2 | -20
(next part)
SMILES | M1 antag | CHRM1 PAM | TAAR1 antagonist | TAAR1 ag | CHO parental Ca | CHO-K1 Ca ag | CHO-K1 Ca antag | CHRM1 agonist | M1 PAM parental
O=C(Nc1ccn(CCCNCC(c2ccccc2)c2ccccc2)c(=O)n1)OCc1ccccc1 | -2 | -4 | -8 | 4 | / | 0.7 | -6 | -10 | 20
COc1ccc(N2CCN(S(=O)(=O)CCNS(=O)(=O)c3ccccc3)CC2)cc1 | -12 | 8 | -6 | 4 | -18 | 2.3 | -10 | 1 | 1
COc1ccc(C(C)=O)cc1CN1CCCCC1 | -5 | -1 | -6 | 12 | -13 | 1.1 | -17 | -6 | 17
COc1ccc(C(NC(=O)C2C3C=CC(C3)C2C(=O)O)c2ccccc2)cc1 (stereo unspecified) | -11 | 7 | -30 | -1 | 14 | 0.0 | -15 | -2 | 9
Cc1ccc(NC2=CC(=O)CC(C)(C)C2)cc1F | -3 | -2 | -17 | 1 | -7 | 4.4 | -1 | -2 | -12
CSc1ccccc1NC(=O)Cn1ccsc1=N | -11 | 4 | -10 | 0 | -3 | 0.2 | -8 | -14 | 22
O=S(=O)(O)c1cc2onnc2c2ccccc12 | -21 | 9 | -16 | 1 | / | 1.6 | -13 | 0 | 18
C=Cc1ccc(Cn2c(C)c(C(=O)NCc3ccc4c(c3)OCO4)sc2=O)cc1 | -3 | -2 | 28 | 3 | / | 1.7 | -1 | -3 | 11
CCOc1ccc(-c2[nH]ncc2Oc2cccc(OC)c2)c(O)c1 | 1 | 5 | 38 | 0 | 17 | 0.1 | -5 | -1 | 2
COC(=O)c1cc(-c2ccc3c(c2)OCO3)nc2ccccc12 | -8 | 5 | -16 | 9 | -34 | 0.1 | 0 | -2 | 0
O=C(Nc1cc(Cl)ccc1O)C1CCCO1 (stereo unspecified) | 4 | 1 | 6 | 9 | 15 | 0.7 | -5 | -4 | 8

In the list so far, these contain a cyano group.
SMILES | M1 antag | CHRM1 PAM | TAAR1 antagonist | TAAR1 ag | CHO parental Ca | CHO-K1 Ca ag | CHO-K1 Ca antag | CHRM1 agonist | M1 PAM parental
Cc1nn(Cc2ccccc2)c2c1C(c1cccc(Cl)c1)C(C#N)=C(N)O2 (stereo unspecified) | -21 | 16 | -1 | -5 | -9 | 0.0 | -21 | -2 | 22
COc1ccc(C(=O)CSc2nc(N)nc(SC)c2C#N)cc1 | -11 | 7 | -1 | 7 | -10 | 0.1 | 2 | -6 | 8
